Dengue-2 NS5 capping: Dengue-2 NS5 methyltransferase inhibitors, primary screen, biochemical, confirmation dose response (AID 588689); Genome polyprotein (Dengue virus type 2 (strain 16681-PDK53)); Dengue-2 NS5 methyltransferase capping enzyme assay, biochemical; higher % means a stronger effect; one-dose inhibition, % at 25 µM; IC50 in µM for titrated hits; 340,000 compounds, 0.3% hits; in the data active means a potency from the dose series; inconclusive means inhibition above about 29% without an active follow-up result
KOR beta-arrestin-1: KOR antagonists, beta-arrestin recruitment, cell-based, luminescence, uHTS (AID 1778) | Kappa-type opioid receptor (Homo sapiens) | KOR beta-arrestin recruitment, luminescence, antagonist mode; higher % means a stronger effect | inhibition, % at 10 µM, or IC50 in µM where a hit was titrated | 290,000 compounds, 0.091% hits; in the data active means inhibition above about 50%; further: strong numbers were not always called active
HIV fusion peptide: inhibitors of HIV fusion peptide binding, primary screen, biochemical, uHTS, fluorescence dequenching (AID 1986); cell-free peptide binding, fluorescence dequenching, 30 min; higher % means a stronger effect; inhibition, % at 20 µM; hits with a dose series show IC50 in µM; 290,000 compounds, 0.3% hits; in the data active means inhibition mostly above about 52%, no sharp cut-off; inactive means mostly below about 76%; further: some results filed as inactive read as strong as hits
GPR55 antagonists: GPR55 antagonists blocking LPI-driven arrestin recruitment, primary screen, imaging, U2OS, beta-arrestin-GFP, LPI agonist (AID 2013); U2OS GPR55 beta-arrestin-GFP translocation imaging, LPI antagonism; higher % means a stronger effect; one-dose inhibition, % at 10 µM; IC50 in µM for titrated hits; 290,000 compounds, 0.13% hits;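 active means spots per cell inhibited over 60%, with over 100 cells counted and total cytoplasm intensity under 500,000; inconclusive means wells with under 100 cells, flagged as likely toxic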;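 further: U2OS cells stably carrying GPR55 and arrestin-GFP stimulated by 5 µM LPI near EC80; imaged beta-arrestin-GFP aggregate spots per cell after agonist stimulation; plate controls were LPI-stimulated DMSO wells for no effect and DMSO wells without LPI for full effect; some results filed as inactive read as strong as hits; confirmed hits need IC50 under 10 µM and bright autofluorescent wells are also inconclusive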
NOD1 inhibition: NOD1 signaling inhibitors, primary screen, cell-based, luminescence, uHTS (AID 1578); NOD1-driven NF-kB luciferase reporter cells, luminescence; higher % means a stronger effect; inhibition, % at 4 µM, or EC50 in µM where a hit was titrated; 290,000 compounds, 1% hits; in the data active means inhibition mostly above about 36%, no sharp cut-off; inactive means mostly below about 34%;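 further: HEK-293T reporter cells stimulated with the NOD1 agonist gamma-tri-DAP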
West Nile virus CPE: West Nile virus antiviral activity, cell-based, CPE readout (AID 1621) | West Nile virus-infected cells, CPE inhibition; higher % means a stronger effect | 290,000 compounds, 0.02% hits | CPE inhibition, % at 10 µM; hits with a dose series show IC50 in µM; in the data active means a potency from the dose series; inconclusive means CPE inhibition mostly from about 3.7% at the one dose, without a potency; inactive means the rest, 99 in 100 with CPE inhibition below about 2.2%; further: strong numbers were not always called active
GPR35 antagonists: GPR35 antagonists blocking zaprinast-driven arrestin recruitment, primary screen, imaging, U2OS, beta-arrestin-GFP, zaprinast agonist (AID 2058). inhibition, % at 10 µM; hits with a dose series show IC50 in µM. 290,000 compounds, 0.052% hits. U2OS GPR35 beta-arrestin-GFP translocation imaging, zaprinast antagonism; higher % means a stronger effect;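 active means inhibition of at least 50% with at least 30 cells and total cytoplasm GFP at most 10,000,000; inconclusive means under 30 cells or total GFP of 10,000,000 plus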
GPR55 activation: GPR55 agonists via beta-arrestin recruitment, primary screen, imaging, U2OS cells, beta-arrestin-GFP redistribution (AID 1961). G-protein coupled receptor 55 (Homo sapiens). 290,000 compounds, 0.048% hits. one-dose activation, % at 10 µM; EC50 in µM for titrated hits. U2OS GPR55 beta-arrestin-GFP redistribution imaging; higher % means a stronger effect;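 active means activation above 40% with more than 50 cells counted in the well; inconclusive means wells holding fewer than 50 cells, flagged as toxic or sparse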;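 further: U2OS osteosarcoma cells stably expressing GPR55 and beta-arrestin-GFP; plate controls were DMSO negative control for no effect and LPI positive control for full effect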
KOR beta-arrestin-2: KOR agonists, beta-arrestin recruitment, primary screen, cell-based, luminescence, uHTS (AID 1777). Kappa-type opioid receptor (Homo sapiens). KOR beta-arrestin recruitment, luminescence; higher % means a stronger effect. one-dose activation, % at 10 µM; EC50 in µM for titrated hits. 280,000 compounds, 0.02% hits; in the data active means activation above about 50%, passing the limit was not always enough; further: a part of the inactive calls stands beside numbers as strong as those of hits
Active calls of the source: *; u = inconclusive; x = not tested or not shown; [ ] = dose if it differs, or a comment. An excerpt. The share of hits here may be higher or lower than overall.

mol,GPR55 antagonists,KOR beta-arrestin-2,NOD1 inhibition,GPR55 activation,West Nile virus CPE,GPR35 antagonists,HIV fusion peptide,Dengue-2 NS5 capping,KOR beta-arrestin-1
C=CCN1C(=O)C(O)(CC(=O)c2ccc(Cl)cc2)c2ccccc21 (centres undefined),-7%,1.6%,-14%,-0.2%,-0.2%,-20%,-1.1%,-8%,-9%
CN(C)CCCN(C(=O)c1ccc(C(=O)c2ccccc2)cc1)c1nc2cc3c(cc2s1)OCCO3,36%,3.6%,-52%,-0.1%,1.1%,7%,-1.6%,-3%,-48%
CCOC(=O)c1sc(=S)n(-c2ccccc2)c1NC(C)=O,2%,5.7%,-5%,0.1%,-0.3%,51%,7.1%,8%,30%
CC1CCN(CCC(=O)N2CCCc3c2c(=O)oc2ccc(O)cc32)CC1,26%,-0.6%,-21%,0.2%,-0.9%,9%,-2.3%,4%,9%
O=C(O)CCC(=O)N1N=C(c2ccco2)CC1c1cccs1 (centres undefined),2%,-6.8%,-15%,0.7%,-0.5%,0%,46%,-1%,-20%
Cc1ccc(Cl)cc1NC(=O)Cn1cc(C(F)(F)F)cc(Cl)c1=O,6%,-0.9%,-28%,-0.1%,-0.6%,9%,6.5%,4%,10%
CN(C)S(=O)(=O)n1cc(/C=C(\NC(=O)c2ccccc2)C(=O)NCCN2CCOCC2)c2ccccc21,-3%,4.6%,-12%,-0.1%,0.8%,-2%,-1.3%,-4%,-50%
O=C(Nc1ccc(O)c2c(=O)cc(-c3cccc(Cl)c3)oc12)c1ccc(F)cc1,10%,-3.5%,7%,0.0%,u,-9%,0.9%,6%,-2%
CCOc1ccc(C(=O)CN2CCN(S(=O)(=O)c3ccc(Br)cc3)CC2)cc1,13%,-3.1%,-5%,-0.2%,0.1%,2%,8.5%,-13%,16%
CCOC(=O)c1nnc2c(Br)c(-c3ccccc3)nn2c1C,-2%,-1.7%,-30%,0.1%,-0.5%,0%,2.2%,-7%,-8%
COc1ccc(CCNC(=O)COC(=O)c2ccc[nH]c2=O)cc1,12%,1.1%,-9%,0.0%,0.3%,1%,-1.4%,7%,-24%
COc1ccc(S(=O)CC(=O)Nc2ccc(Cl)cc2Cl)cc1 (centres undefined),-4%,4.3%,-21%,0.9%,-0.5%,1%,0.0%,-4%,-71%[20 µM]
O=C(c1cccc(S(=O)(=O)N2CCCC2)c1)c1nnc(-c2ccncc2)o1,-3%,13%,12%,-0.2%,0.0%,-6%,2.5%,1%,0%
Cc1cc(C(=O)Nc2ccccc2N2CCCCC2)no1,14%,-1.2%,-11%,-0.1%,-0.9%,10%,-1.3%,-1%,20%
CCn1c(=O)c(=O)[nH]c2c(=O)oc3ccc(S(=O)(=O)Nc4ccc(OC)cc4)cc3c21,8%,3.7%,-12%,-0.2%,0.6%,-13%,3.7%,-1%,-19%
Cc1cccc(N2CC(C(=O)Nc3nnc(SCCC4OCCO4)s3)CC2=O)c1 (centres undefined),10%,0.4%,-26%,-0.1%,-0.1%,5%,10%,3%,-16%
Cc1ccnc(NS(=O)(=O)c2ccc(NS(=O)(=O)c3ccc(Br)cc3)cc2)n1,4%,-4.3%,-19%,-0.2%,-0.3%,7%,4.0%,-4%,-16%
CCOC(=O)N1CCC(N(CCN(C)C)C(=S)Nc2cc(C)cc(C)c2)CC1,13%,-0.2%,-15%,-0.2%,-0.3%,8%,0.4%,-2%,14%
COc1ccc(CCNC(=O)C2CCN(S(=O)(=O)N3CCOCC3)CC2)cc1OC,7%,-0.4%,-36%,-0.2%,0.0%,9%,4.1%,-2%,-15%
O=C(Cn1cc([N+](=O)[O-])cn1)NCCc1nc2ccccc2[nH]1,9%,-3.1%,-1%,-0.5%,x,5%,-1.5%,4%,-10%
CC(=NC1CCCCC1)C1=C(O)c2ccccc2C1=O,-1%,3.1%,-108%,0.2%,-0.4%,-9%,1.9%,1%,-1%
C/C(CC(=O)Nc1ccccn1)=N\NC(=O)c1ccccc1,-1%,-0.2%,-19%,0.1%,-0.2%,15%,1.0%,x,29%
CC(NS(=O)(=O)c1ccc(Cl)cc1)C(=O)Nc1ccc2c(c1)OCCO2 (centres undefined),2%,4.7%,-9%,0.0%,-0.3%,-6%,2.2%,-3%,-13%
COC(=O)c1ccc(CSc2nc3ccccc3c(=O)n2Cc2ccco2)o1,18%,-0.9%,x,-0.2%,u,-2%,-1.4%,-1%,10%
C#CCNC(=O)C1=C[C@@H](c2ccccc2)[C@H](CCCO)[C@@H](OCC)O1,-9%,0.1%,-4%,-0.2%,-0.3%,-3%,1.7%,7%,2%
CCC(C)[C@H](NC(=O)N1CC(=O)Nc2ccccc21)C(=O)N[C@H](Cc1ccccc1)C(=O)O (some centres undefined),3%,0.4%,-9%,-0.1%,0.1%,-3%,-0.4%,0%,-14%[20 µM]
Cc1ccccc1NC(=O)c1nc[nH]c1C(=O)NCc1ccccc1,-2%,0.8%,16%,0.4%,-0.1%,-1%,0.5%,6%,-40%
O=C(N/N=C/c1ccncc1)/C(=C/c1ccccc1)NC(=O)c1ccccc1,2%,-1.1%,-15%,0.7%,-0.5%,3%,1.0%,1%,-13%
CCOc1cccc(C(=O)Nc2nnc(-c3ccco3)s2)c1,7%,44%,-33%,-0.2%,0.3%,-5%,0.7%,9%,-3%
O=C(COc1ccccc1)NC1CCCCC1,-1%,2.7%,-26%,0.1%,-0.3%,0%,1.8%,-7%,-37%
CC(C)CCNC(=O)CNC(=S)N(CCCN1CCOCC1)Cc1cccs1,13%,3.8%,-10%,-0.2%,-1.2%,-7%,-1.1%,-3%,-6%
CC12CC3CC(C)(C1)CC(C(=O)NC(=S)N1CCOCC1)(C3)C2,-12%,-6.4%,8%,-0.1%,-0.3%,17%,-3.0%,-6%,21%
CC1(C)Cc2c(sc(NC(=O)c3ccccc3)c2C(=O)O)CO1,3%,x,-23%,0.5%,0.3%,18%,6.7%,-2%,34%[20 µM]
CSc1nc(NC(C)=O)nc(C)c1Br,-9%,0.0%,-9%,-0.4%,0.4%,12%,1.4%,7%,-33%
CCOc1ccc(C2CC(c3ccc(OC)cc3)n3ncnc3N2)cc1 (centres undefined),10%,-4.0%,-11%,0.2%,-0.7%,9%,-1.4%,-3%,-14%
O=C1[C@@H]2[C@H](C(=O)N1O)[C@H]1C=C[C@@H]2C1,3%,-1.5%,-4%,0.2%,0.0%,-2%,-0.1%,1%,21%

Record cards, as listed above. Values in the order: GPR55 antagonists, KOR beta-arrestin-2, NOD1 inhibition, GPR55 activation, West Nile virus CPE, GPR35 antagonists, HIV fusion peptide, Dengue-2 NS5 capping, KOR beta-arrestin-1
C/C(CC(=O)Nc1ccccn1)=N\NC(=O)c1ccccc1 is listed with -1%, -0.2%, -19%, 0.1%, -0.2%, 15%, 1.0%, x, 29%
CC1(C)Cc2c(sc(NC(=O)c3ccccc3)c2C(=O)O)CO1 is listed with 3%, x, -23%, 0.5%, 0.3%, 18%, 6.7%, -2%, 34%[20 µM]

Sorted by value in HIV fusion peptide (falling): three from the list above.
molecule	KOR beta-arrestin-2	NOD1 inhibition	West Nile virus CPE	GPR35 antagonists	HIV fusion peptide	Dengue-2 NS5 capping	KOR beta-arrestin-1
CCOc1cccc(C(=O)Nc2nnc(-c3ccco3)s2)c1	44%	-33%	0.3%	-5%	0.7%	9%	-3%
O=C1[C@@H]2[C@H](C(=O)N1O)[C@H]1C=C[C@@H]2C1	-1.5%	-4%	0.0%	-2%	-0.1%	1%	21%
CC12CC3CC(C)(C1)CC(C(=O)NC(=S)N1CCOCC1)(C3)C2	-6.4%	8%	-0.3%	17%	-3.0%	-6%	21%

Later entries.
mol,GPR55 antagonists,KOR beta-arrestin-2,NOD1 inhibition,GPR55 activation,West Nile virus CPE,GPR35 antagonists,HIV fusion peptide,Dengue-2 NS5 capping,KOR beta-arrestin-1
CC(=O)c1ccc(S(=O)(=O)N2CCC3(CC2)OCCO3)cc1,0%,-1.2%,-12%,0.2%,0.4%,7%,-0.2%,-5%,-36%
CCOC(=O)C1=C(C)N=c2s/c(=C\c3cccc(OCC(=O)O)c3)c(=O)n2C1c1ccccc1OC (centres undefined),4%,-0.5%,2%,0.0%,0.1%,58%,13%,10%,-13%
Cc1nc(NNC(=O)c2ccccc2)cc(-c2ccccc2)n1,4%,-1.0%,-1%,0.0%,0.6%,8%,0.0%,-7%,-23%
CN(CC(=O)Nc1ccc(Cl)c(C(F)(F)F)c1)C(=O)/C=C/c1ccco1,-1%,10%,-12%,-0.2%,-1.7%,-6%,-3.5%,-4%,-14%
Cn1c(=O)n(Cc2ccccc2Br)c2ccccc21,-2%,x,-32%,0.1%,1.4%,6%,-0.4%,-2%,-35%[20 µM]
CC(C)NC(=O)CN1CCN(C(=O)c2ccc3oc(CCCc4ccccc4)nc3c2)CC1,-4%,11%,-43%,0.4%,-0.8%,11%,-0.7%,-9%,-22%
CCOC(=O)c1c(C)[nH]c(C)c1C=O,8%,1.6%,-27%,-0.2%,0.2%,-9%,1.2%,-5%,0%
Cc1ccc(Cn2ncc3c(N4CCN(c5ccc(C)cc5)CC4)ncnc32)cc1,12%,1.0%,8%,0.2%,x,2%,2.3%,-9%,-29%
Cc1nn(Cc2ccc([N+](=O)[O-])cc2)c(=O)n1-c1ccc(Cl)cc1,4%,-0.9%,-18%,-0.2%,-0.6%,-10%,1.3%,-5%,-6%
CCCCn1c(=O)[nH]c(=O)c2c1nc(-c1ccccc1F)n2Cc1ccccc1,0%,4.9%,-11%,0.3%,-1.1%,10%,-1.0%,0%,12%
NNC(=O)c1nnn(-c2nonc2N)c1CN1CCCC1,-1%,-6.9%,-15%,0.0%,0.5%,-6%,-1.1%,1%,-18%[20 µM]
CCN(CCn1cccn1)C(=O)C1CCC(=O)N(CC2CCCCC2)C1 (centres undefined),8%,2.3%,-10%,-0.1%,-0.1%,16%,-1.5%,-15%,-6%
COCC(=O)Nc1ccc(C(C)C)cc1,2%,-6.8%,-26%,-0.2%,0.0%,-8%,2.1%,4%,1%
COC(=O)c1ccc(-c2nc(CN3CCN(Cc4cccc(C)c4)CC3)c(C)o2)cc1,8%,-1.2%,-10%,0.1%,0.0%,-2%,0.8%,-8%,-32%[20 µM]
COc1cccc(NC(=O)Nc2ccc(C)c(Cl)c2)c1,5%,2.1%,-32%,-0.1%,-0.9%,-11%,-0.7%,-5%,-98%[20 µM]
CNC(=O)CSc1nnc(-c2cccs2)o1,8%,-0.7%,-12%,0.3%,0.3%,-9%,2.2%,-13%,22%
